# TNF necrop inh: blocks TNF-alpha induced death of Jurkat FADD-/- cells | Jurkat FADD-/- TNF necroptosis rescue, ATP luminescence, 24 h; 0 = TNF only, 100 = no-TNF cells | 220,000 compounds, 0.068% hits | activation (protection from cell death), % at 10 µM | AID 463075;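 active = activation, meaning protection from cell death, of at least 50% relative to plate controls; inactive = activation below 50%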;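 note: necroptosis triggered by 40 ng/mL TNF-alpha added together with compound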
# zVAD death inh: blocks zVAD induced death of L929 cells; L929 zVAD necroptosis rescue, ATP luminescence, 24 h; with zVAD 60 µM; viability rescue, % at 10 µM; 220,000 compounds, 0.38% hits; AID 1377;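 active = activation, scaled between plate controls, above about 75%, limit read from the data; inactive = activation under that limit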;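 note: 0% = zVAD with DMSO and 100% = DMSO alone without zVAD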
# Wee1 degr inh: human Wee1 degradation inhibition, primary screen; AID 1321; reporter increase, % at 5 µM; P30291; HeLa Luc-Wee1K328M stability, luciferase luminescence; 100% = proteasome inhibitor MG132 effect; 220,000 compounds, 1.2% hits;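 active = activation above the mean of all tested compounds plus 3 SD, set per screening run, cut at about 8.8% in these data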;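 note: cells exposed to compound for 20 h before luminescence read; 0% = DMSO alone and 100% = MG132 at 30 µM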
# Target sequence (P30291 whole entry K328M): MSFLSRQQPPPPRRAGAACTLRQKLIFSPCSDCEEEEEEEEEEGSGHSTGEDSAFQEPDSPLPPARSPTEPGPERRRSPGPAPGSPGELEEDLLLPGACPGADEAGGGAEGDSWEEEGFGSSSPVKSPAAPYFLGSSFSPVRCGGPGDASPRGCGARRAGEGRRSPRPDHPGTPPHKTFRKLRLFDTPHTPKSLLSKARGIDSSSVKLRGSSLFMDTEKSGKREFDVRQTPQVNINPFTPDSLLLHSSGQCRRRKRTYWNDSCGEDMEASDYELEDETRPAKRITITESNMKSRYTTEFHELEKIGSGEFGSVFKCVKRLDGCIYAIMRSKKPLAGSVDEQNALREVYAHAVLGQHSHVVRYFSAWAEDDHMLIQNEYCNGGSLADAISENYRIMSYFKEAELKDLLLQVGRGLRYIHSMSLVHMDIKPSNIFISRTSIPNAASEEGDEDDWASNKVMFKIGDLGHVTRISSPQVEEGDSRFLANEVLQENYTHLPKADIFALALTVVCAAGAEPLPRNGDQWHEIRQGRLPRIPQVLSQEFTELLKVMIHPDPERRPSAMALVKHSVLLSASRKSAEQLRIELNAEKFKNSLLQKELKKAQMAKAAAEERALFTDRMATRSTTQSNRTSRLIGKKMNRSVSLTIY
# FXIIa inh: inhibitors of human coagulation factor XIIa; 220,000 compounds, 0.3% hits; P00748; AID 800; inhibition, % at 5 µM; purified FXIIa, Boc-QGR-AMC fluorogenic substrate, 2 h; in the data active = inhibition above about 40%;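 note: 0% = enzyme with no compound and 100% = blank without enzyme; many of its hits are not listed in these tables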
# Tb hexokinase: blocks Trypanosoma brucei hexokinase 1 activity | AID 1430 | 220,000 compounds, 0.11% hits | inhibition, % at 10 µM | recombinant TbHK1, G6PDH-coupled NADH A340;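 active = inhibition of 50% or more in the single-dose primary screen; inactive = inhibition below 50%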
# PPC-1+TRAIL kill: compounds killing PPC-1 cancer cells with TRAIL present (potentiator screen, no TRAIL-free arm) | PPC-1 cells + TRAIL, ATPLite viability luminescence | cell killing (% activity), % at 4 µM | 220,000 compounds, 0.41% hits | AID 1443;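 active = cell killing above 50% in the first pass at 4 µM, then a duplicate retest at 5 µM averaging 50% or more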;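 note: plate controls were cells with TRAIL plus DMSO for no effect and medium-only wells lacking cells for full effect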
# PGE2 EP2 inh: EP2 receptor (human) inhibition; AID 1422; 260,000 compounds, 0.52% hits; P43116; inhibition, % at 25 µM; C6 glioma cells expressing human EP2, cAMP TR-FRET; cells stimulated with saturating PGE2;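 active = percent inhibition above 40 after rounding to a whole number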;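 note: rat C6 glioma host cells with rolipram phosphodiesterase inhibitor present; the protocol text gives 20 µM as final concentration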
# Target sequence (P43116 whole entry, looked up): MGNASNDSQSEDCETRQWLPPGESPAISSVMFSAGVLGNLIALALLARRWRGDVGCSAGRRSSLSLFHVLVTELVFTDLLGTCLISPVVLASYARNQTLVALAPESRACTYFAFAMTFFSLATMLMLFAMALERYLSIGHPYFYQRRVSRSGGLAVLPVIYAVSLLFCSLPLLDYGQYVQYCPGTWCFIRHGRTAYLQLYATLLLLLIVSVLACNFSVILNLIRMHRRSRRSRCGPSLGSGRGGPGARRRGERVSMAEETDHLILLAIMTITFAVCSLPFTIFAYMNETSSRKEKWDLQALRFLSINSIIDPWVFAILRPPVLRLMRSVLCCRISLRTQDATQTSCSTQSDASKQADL
# CHOP inhibitor: blocks CHOP induction under ER stress. CHO-K1 CHOP-promoter luciferase, tunicamycin-induced, 15-18 h. inhibition, % at 10 µM. 220,000 compounds, 3.8% hits. AID 2732;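 active = compounds that reduced the stress-induced luciferase reporter signal by more than about 70% of percent inhibition, limit read from the data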;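 note: 0% = tunicamycin plus vehicle and 100% = wells without tunicamycin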
# FXIa inh: inhibitors of human coagulation factor XIa; purified FXIa, Boc-Glu-Ala-Arg-AMC fluorogenic substrate; inhibition, % at 5 µM; 220,000 compounds, 0.14% hits; AID 798;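 active = inhibition of at least 40%; inactive = inhibition below 40%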;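 note: fluorescence of freed AMC excited at 355 nm; 0% = enzyme without compound and 100% = no enzyme blank; many of its hits are not listed in these tables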
# Active calls of the source: *; . = no result given; & = joins results of further samples; [ ] = remark or other dose.
Molecule	TNF necrop inh	zVAD death inh	Wee1 degr inh	FXIIa inh	Tb hexokinase	PPC-1+TRAIL kill	PGE2 EP2 inh	CHOP inhibitor	FXIa inh
Cc1ccc(C(=O)NCc2ccc(N3CCN(C(=O)OC(C)(C)C)CC3)cc2)cc1	-2.0	0.0	0	14	-7	10	.	35	5
CCN(CC)CCNC(=S)Nc1ccc2nc(N3CCCC3)cc(C)c2c1	-10	-0.8	-1	0	-6	24	7	16	-3
Cc1ccc(C2C(C#N)=C(N)Oc3n[nH]c(-c4cccnc4)c32)o1 (stereo not given)	0.0	7.0	7	11	-12	12	20	-2	-2
CCCOc1ccccc1Cn1c(=O)oc2ccc(C)cc21	0.0	0.0	-1	4	12	9	4	81*	0
O=C(CCc1nnc(Cc2c[nH]c3ccccc23)o1)NCC1CC12CCCCC2 (stereo not given)	0.0	-0.1	-4	7	-10	24	8	-23	-5
CSc1nnc(-c2ccc([N+](=O)[O-])cc2)o1	-1.0	5.9	-1	13	-18	12	4	4	20
Cn1nc(C(F)(F)F)c(-c2ccc(Br)cc2)c1NC(=O)c1nccnc1C(=O)O	0.1	-0.5	-1	5	6	3	7	3	-2
O=C(NCc1ccco1)c1cc(-c2cccs2)on1	-3.6	1.3	2	11	-2	24	7	-24	2
CCc1ccccc1NC(=O)CN(C)S(=O)(=O)c1ccc2c(c1)c(=O)n(C)c(=O)n2C	0.4	-0.4	-2	-3	0	-16	13	8	-3
CCOC(=O)CCN(Cc1cccs1)S(=O)(=O)c1ccc(F)cc1	-0.3	-0.5	-2	-15	2	0	5	36	-5
CCOC(=O)c1sc(=S)n(C)c1NC(=O)c1ccc(C(C)(C)C)cc1	1.7	3.8	-4	5	-32	4	10	8	3
O=C(CSCC(=O)N1CCOCC1)Nc1ccccc1	-1.4	-0.4	-4	15	2	6	9	-12	-1
CC1CN(C(=O)COC(=O)c2c(Cl)cccc2Cl)CC(C)O1 (stereo not given)	0.7	2.2	-1	3	-5	15	3	8	-3
Cc1cc(=O)oc2cc(OCC(=O)OCC(=O)Nc3ccc(C(N)=O)cc3)ccc12	0.7	0.0	0	13	-18	10	8	4	7
CCOC(=O)C1(Cc2ccccc2C(F)(F)F)CCN(C2CCN(C(C)=O)CC2)CC1	0.8	-0.5	-4	3	-7	12	6	32	-3
N=c1n(CCN2CCCCC2)c2ccccc2n1CC(O)c1ccc(Cl)c(Cl)c1 (stereo not given)	-25	-4.2	-1	3	21	24	.	-21	0
CC(c1ccco1)N(C(=O)c1ccc(C#N)cc1)c1ccccn1 (stereo not given)	-0.2	0.1	3	1	-4	18	16	11	-4
CC(C)c1cc(CNC(=O)CCc2nnc(CCCCc3ccccc3)o2)on1	-0.7	-0.8	6	12	-5	2	5	22	-1
O=S(=O)(c1cccc(S(=O)(=O)N2CCN(c3ncccn3)CC2)c1)N1CCOCC1	-0.8	-0.2	1	11	-2	20	2	-8	9
N#Cc1nc(-c2ccc(OCc3ccc(Cl)cc3)cc2)oc1NCCCn1ccnc1	-2.7	0.0	0	7	-20	6	7	28	-2
CCN(CC)c1ccc(S(=O)(=O)N(CC)CC)cc1NC(=O)c1cccnc1	1.0	-0.1	1	11	-6	10	6	6	3
O=C(/C=C/c1ccco1)Nc1ccc(CN2CCOCC2)cc1	0.4	1.2	-1	4	-74	23	3	2	3
Cc1ccc(-c2ccc(NC(=O)C3C4C=CC(C4)C3C(=O)O)cc2)o1 (stereo not given)	-0.7	0.1	0	1	0	8[5 µM]	0	22	-3
Cc1ccc(-n2nnnc2SCC(=O)N2CCCCC2)cc1	2.4	-0.1	5	14	-5	6	7	16	-7
O=C(Cn1c(C(F)(F)F)nc2ccccc21)c1ccc(Br)cc1	-1.9	-0.1	0	22	-5	-7	11	30	19

# Random excerpt: 2 entries already listed, in no set order.
Molecule	TNF necrop inh	zVAD death inh	Wee1 degr inh	FXIIa inh	Tb hexokinase	PPC-1+TRAIL kill	PGE2 EP2 inh	CHOP inhibitor	FXIa inh
N=c1n(CCN2CCCCC2)c2ccccc2n1CC(O)c1ccc(Cl)c(Cl)c1 (stereo not given)	-25	-4.2	-1	3	21	24	.	-21	0
CSc1nnc(-c2ccc([N+](=O)[O-])cc2)o1	-1.0	5.9	-1	13	-18	12	4	4	20

# Additional entries:
Molecule	TNF necrop inh	zVAD death inh	Wee1 degr inh	FXIIa inh	Tb hexokinase	PPC-1+TRAIL kill	PGE2 EP2 inh	CHOP inhibitor	FXIa inh
Cc1nonc1OCCNCCNc1ccc([N+](=O)[O-])cc1Cl	-0.2	-1.4	-4	7	-7	8	5	0	4
OC(CNCc1ccc(-c2ccccc2)cc1)c1ccccc1 (stereo not given)	-3.0	7.0	1	10	8	-2	5	38	0
CCOC(=O)c1c(C)oc(C)c(C(=O)OCC)c1=O	-0.8	-0.2	-1	9	4	24	8	2	1
CC12CN3CC(C)(CN(C1)C3c1ccc3c(c1)OCO3)C2=O (stereo not given)	0.7	.	-2	6	0	8	14	-13	-4
CC(O)[C@H]1CNC(=S)N1CCc1cccc(F)c1 (stereo not given in full)	0.6	0.4	.	0	-9	20	17	8	-5
CC1(C)C(=O)Nc2ccccc2N1C(=O)COC(=O)c1ccc(Cl)c(S(=O)(=O)NCc2ccccc2)c1	-3.0	-0.8	-1	14	1	-18	16	9	7
O=C(OCC#Cc1c(COC(=O)c2ccccc2)nnn1Cc1ccccc1)c1ccccc1	1.3	1.1	.	0	8	-12	5	17	-4
Cc1cc(C)n(-c2nc3ccccc3nc2Nc2ccc3c(c2)OCO3)n1	0.3	0.6	-2	12	-5	-9	10	-11	3
Cc1ccc(C(=O)OCC(=O)Nc2ncc(C(F)(F)F)cc2Cl)cc1NC(=O)c1ccco1	-2.8	-0.3	0	-12	-4	28	9	38	-18
CC(=O)Nc1ccc(NC(=O)Cc2sc(-c3cccnc3)nc2-c2ccc(C)cc2)cc1	-1.6	0.1	-1	8	0	20	9	-2	0
COc1ccc(N2CCN(C(=O)Cc3ncc(C(F)(F)F)cc3Cl)CC2)cc1	-3.3	0.1	2	16	-4	-4	8	6	2
O=C(Nc1cccc(C(F)(F)F)c1)/C(=C\c1ccco1)NC(=O)c1cccs1	2.1	0.3	4	12	-11	4	7	18	3
O=C(c1ccccc1)C(CCC(CN1CCOCC1)C(=O)c1ccccc1)CN1CCOCC1 (stereo not given)	-11	3.2	0	12	-10	-9	8	98*	3
COc1cc(/C=N/NC(=O)C(N)=O)ccc1OC(=O)c1cccs1	-1.0	3.0	4	.	-7	13	8	-6	0
N#Cc1ccsc1NC(=O)CN1CCN(Cc2ccccc2)CC1	1.6	1.9	5	6	0	-1	4	5	8
O=C(/C=C/c1ccccc1)/C=C/c1ccccc1	-7.2	0.3	5	12	13	13	11	98*	9
CC(O)Cn1ccccc1=N (stereo not given)	-0.2	0.8	1	3	-1	4	15	34	-10
CCOC(=O)c1[nH]c2ccc(Br)cc2c1NC(=O)CNC	1.4	0.9	-2	12	-8	25	17	3	2
O=C(NC1CCCC1)C1(c2ccccc2)CCN(S(=O)(=O)c2ccccc2)CC1	0.2	-0.7	-3	-1	13	3	10	35	-3
COc1ccc(CN(C(=O)CNC(=O)c2ccco2)C(C(=O)NC2CCCC2)c2ccco2)cc1 (stereo not given)	-2.5	-0.3	-1	-4	0	13	11	7	-5
CCOc1ccc(-n2ccnc2)nn1	2.0	0.0	-1	13	-9	5	6	8	2
COc1ccc(C2CC(=O)n3nc(C45CC6CC(CC(C6)C4)C5)nc3S2)cc1OC (stereo not given)	-0.8	0.7	1	7	-7	-5	13	-1	16
COc1cccc(OC)c1C(=O)N1CCOCC1	-1.2	-0.3	-1	8	2	3	4	9	1
Cn1c(SCC(=O)NC2CCCCCC2)nnc1-c1cccs1	0.5	1.3	0	21	4	-4	.	5	0
CC(C)C(=O)N=c1sc2cccc(F)c2n1C	-3.6	0.1	1	8	1	-18	5	37	3
Cc1cccc(NS(=O)(=O)c2ccccc2)n1	-0.6	0.3	0	3	-10	18	9	-15	-9
CCOc1nc(NCCO)nc(Nc2ccccc2F)n1	0.3	2.3	7	10	-4	8	15&2	3	0
CCn1c(Cc2cccs2)nnc1SCC(=O)Nc1ccc(OC)c(OC)c1	1.1	4.8	-1	13	5	-7	4	32	6
C/C(=N\OC(=O)c1ccccc1)c1c(C)nc2cc(C)ccn12	0.0	0.4	1	6	1	-10	4	16	-2
Cc1ccc(C(=O)NCc2ccco2)cc1S(=O)(=O)Nc1cccc(Cl)c1	-3.8	0.2	4	17	0	8	4	19	5
CCOC(=O)c1ccc(Nc2ncnc3c2cnn3C)cc1	-11	-0.1	-2	14	-12	16	1	-13	9
C/C(=N/N1CCN(Cc2cccc3ccccc23)CC1)c1cccnc1	0.0	0.9	2	7	-1	23	3	9	-3
CC(Nc1cc(N2CCNCC2)ccc1[N+](=O)[O-])c1ccccc1 (stereo not given)	9.0	0.8	3	5	-8	15	3	31	4
CC1(C)NC(=O)N(CCOc2cccc(Cl)c2Cl)C1=O	-1.2	0.4	-1	15	3	-6	3	14	-3
C/C(CCC(=O)O)=N/Nc1ccc([N+](=O)[O-])cc1[N+](=O)[O-]	1.3	0.6	0	1	-9	5	2	55	0
COc1ccc(OC)c2[nH]c(=O)c(CCNC(=O)C(C)(C)C)cc12	1.0	3.0	0	9	-7	26	11	23	-2
O=C(NCc1cccnc1)Nc1ccccc1	1.1	1.2	-2	4	-3	12	11&5	19	-1
CCOC(=O)C1=C(C)NC2=C(C(=O)C(C(=O)OCC)C(c3ccccc3OC)C2)C1c1ccccn1 (stereo not given)	-2.0	-0.3	-2	18	-13	9	7	-6	17
Cn1c(NC(=O)c2ccco2)c(-c2ccc(Cl)cc2)c(=O)c2ccccc21	-1.5	-0.2	1	21	-3	4	4	-18	11
O=c1[nH]c2cc([N+](=O)[O-])c([N+](=O)[O-])cc2[nH]c1=O	1.2	1.6	-2	-3	-22	14	6&14	-6&8	-13

# Structures shown so far containing an aryl methoxy group, in the order listed:
Molecule	TNF necrop inh	zVAD death inh	Wee1 degr inh	FXIIa inh	Tb hexokinase	PPC-1+TRAIL kill	PGE2 EP2 inh	CHOP inhibitor	FXIa inh
COc1ccc(N2CCN(C(=O)Cc3ncc(C(F)(F)F)cc3Cl)CC2)cc1	-3.3	0.1	2	16	-4	-4	8	6	2
COc1cc(/C=N/NC(=O)C(N)=O)ccc1OC(=O)c1cccs1	-1.0	3.0	4	.	-7	13	8	-6	0
COc1ccc(CN(C(=O)CNC(=O)c2ccco2)C(C(=O)NC2CCCC2)c2ccco2)cc1 (stereo not given)	-2.5	-0.3	-1	-4	0	13	11	7	-5
COc1ccc(C2CC(=O)n3nc(C45CC6CC(CC(C6)C4)C5)nc3S2)cc1OC (stereo not given)	-0.8	0.7	1	7	-7	-5	13	-1	16
COc1cccc(OC)c1C(=O)N1CCOCC1	-1.2	-0.3	-1	8	2	3	4	9	1
CCn1c(Cc2cccs2)nnc1SCC(=O)Nc1ccc(OC)c(OC)c1	1.1	4.8	-1	13	5	-7	4	32	6
COc1ccc(OC)c2[nH]c(=O)c(CCNC(=O)C(C)(C)C)cc12	1.0	3.0	0	9	-7	26	11	23	-2
CCOC(=O)C1=C(C)NC2=C(C(=O)C(C(=O)OCC)C(c3ccccc3OC)C2)C1c1ccccn1 (stereo not given)	-2.0	-0.3	-2	18	-13	9	7	-6	17

# Source: PubChem BioAssay (several laboratories)

# This is a subset; count on the stated rates, not on these rows.
